# Tb PYK inh: T. brucei pyruvate kinase inhibition | TbPYK enzyme, Kinase-Glo Plus ATP luminescence, 45 min | Potency, µM (titrated, usually from 76.8 µM), inactives show at the top dose activity, negative = inhibition, actives largely listed as inhibitors | AID 624173 | hit rate 0.12% among 410,000; further: potency means the concentration at half of the fitted maximal effect; on the % scale 0 is the no-effect control and ±100 the full control effect; nearly all actives have a fitted effect of over 50% in size
#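 In this concentration-response screen, enzyme-free wells defined baseline while DMSO plates tracked drift. Each reaction combined TbPYK, substrate, compound and 130 uM ADP for 45 min at room temperature. Kinase-Glo Plus luminescence gave the signal.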
# Pf growth 48h: P. falciparum growth inhibition at 48 hours (one generation) | P. falciparum luciferase growth in erythrocytes, 48 h | Potency, µM (top dose mostly 28.7 µM), inactives show at the top dose activity change, negative = inhibition, usual class: inhibitors | hit rate 5.9% among 310,000; further: potency means the concentration at half of the fitted maximal effect; on the % scale 0 is the no-effect control and ±100 the full control effect
#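 Growth was read as firefly luciferase luminescence after a 48 h, 37 C, 5% CO2 exposure of compounds to reporter-bearing P. falciparum cultures (0.1% parasitemia, 2% hematocrit final) in Albumax-supplemented RPMI 1640.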
# Pf growth 96h: P. falciparum growth inhibition at 96 hour, primary screen for plastid delayed-death inhibitors. AID 504834. Potency, µM (titrated, usually from 28.7 µM), for inactives: at the highest dose activity change, negative = inhibition, hits mostly inhibitors. hit rate 6.9% among 320,000. P. falciparum luciferase reporter growth, 96 h; further: potency means the concentration at half of the fitted maximal effect; on the % scale 0 is the no-effect control and ±100 the full control effect
#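 Infected RBCs, 2% Hct / 0.05% parasitemia final; luciferase-reporter P. falciparum; cpd 96 h, 37 C, 5% CO2; luciferase detection reagent; luminescence.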
# Shiga inhibitor: Shiga toxin inhibition | Vero cells, Shiga toxin protein synthesis inhibition reporter | inhibition, % at 38.7 µM | AID 2315 | hit rate 9.2% among 290,000; in the data active means inhibition mostly above about 28%, no sharp cut-off; inactive means mostly below about 43%; further: 0% is about no effect
# LmPK inh: LmPK (Leishmania mexicana) enzyme inhibition | Potency, µM (top dose mostly 57.5 µM), for inactives: at the top dose activity change, negative = inhibition, hits mostly inhibitors | hit rate 0.37% among 290,000 | purified LmPK, Kinase-Glo ATP luminescence, 1 h | AID 1721; further: potency means the concentration at half of the fitted maximal effect; on the % scale 0 is the no-effect control and ±100 the full control effect
# Target sequence (Q27686 whole entry, looked up): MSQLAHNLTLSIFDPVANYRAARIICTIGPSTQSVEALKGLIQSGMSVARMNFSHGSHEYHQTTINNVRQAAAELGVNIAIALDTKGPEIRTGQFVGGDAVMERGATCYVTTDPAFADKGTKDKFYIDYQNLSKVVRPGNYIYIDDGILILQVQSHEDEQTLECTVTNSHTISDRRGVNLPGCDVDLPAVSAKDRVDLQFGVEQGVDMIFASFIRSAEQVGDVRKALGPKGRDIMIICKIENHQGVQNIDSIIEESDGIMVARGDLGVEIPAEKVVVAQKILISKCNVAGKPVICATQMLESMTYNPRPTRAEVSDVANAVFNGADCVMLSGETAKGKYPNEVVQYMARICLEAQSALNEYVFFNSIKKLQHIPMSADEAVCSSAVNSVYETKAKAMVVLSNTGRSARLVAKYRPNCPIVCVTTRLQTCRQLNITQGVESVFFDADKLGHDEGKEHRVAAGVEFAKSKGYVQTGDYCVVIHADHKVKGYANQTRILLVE
#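 qHTS format; LmPK 0.1 nM; substrates PEP 0.5 mM and ADP 0.1 mM. One-hour room-temperature incubation, then coupled luciferase luminescence; 0.5 nM enzyme wells mark activation.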
# Cycloheximide cs: counter-screen for Shiga toxin inhibitors: cycloheximide protein synthesis inhibition. max response, %. cell reporter, cycloheximide protein synthesis inhibition counterscreen. hit rate 12% among 300,000; in the data active means max response mostly above about 13%, no sharp cut-off; inactive means mostly below about 14%; further: read at 38.3 µM for the half of the compounds with a filed dose; 0% is about no effect
# AmpC inh no detg: inhibitors of E. coli AmpC beta-lactamase without detergent. AmpC nitrocefin hydrolysis, absorbance 480 nm, 0.0001% Triton. Potency, µM (series often up to 57.1 µM), for inactives: at the top dose activity change, negative = inhibition, most hits filed as inhibitors. hit rate 0.52% among 330,000;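 further: potency means the concentration at half of the fitted maximal effect; plate controls were no compound for no effect and no enzyme for full effect; nearly all actives have a fitted effect of over 20% in size; some results filed as inactive show a strong effect at the top dose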
# Target sequence (P00811 whole entry, looked up): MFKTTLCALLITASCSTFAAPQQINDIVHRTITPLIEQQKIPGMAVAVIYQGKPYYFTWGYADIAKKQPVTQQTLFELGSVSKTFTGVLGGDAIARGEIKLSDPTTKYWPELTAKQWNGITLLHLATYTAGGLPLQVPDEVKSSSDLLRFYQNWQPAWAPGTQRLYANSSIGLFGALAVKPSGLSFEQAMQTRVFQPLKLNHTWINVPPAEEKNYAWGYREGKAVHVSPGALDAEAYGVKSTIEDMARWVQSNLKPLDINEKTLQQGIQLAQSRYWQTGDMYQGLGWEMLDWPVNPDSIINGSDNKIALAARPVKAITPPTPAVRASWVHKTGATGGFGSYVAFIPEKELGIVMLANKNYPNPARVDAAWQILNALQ
#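 20 mM phosphate pH 7.0 + 0.01% (detergent screen) or 0.0001% Triton X-100; 5.3 nM AmpC reagent; cpd preinc 15 min RT; nitrocefin (800 uM stock) to start; A480 q20 s × 4 min; Activity was normalised to no-enzyme and no-compound control wells.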
# The depositor's hits bear a star; ? = inconclusive; . = not tested or not shown; & = joins results of further samples; [ ] = remark or other dose. Unless noted, the call rests on the fitted dose curve; in most records, active means well fitted curve in the direction sought with a large enough effect; inconclusive means small, poorly fitted or top-dose-only effect, or another doubt; inactive means no such curve, though single readings can be large; an effect the other way counts as inactive or inconclusive. Compounds were not picked by outcome; 22% or so of the library scored in one or more.
# Sequence of screens – Cycloheximide cs	Shiga inhibitor	LmPK inh	AmpC inh no detg	Pf growth 96h	Tb PYK inh	Pf growth 48h
> NCCSc1c(-c2ccc(Cl)cc2)[nH]c2ccccc12
  -2	-15	3%	-41%	?	-1%	?
> Cc1ccc(Nc2nc(N)c([N+](=O)[O-])c(NCc3ccco3)n2)cc1
  34*	55*	2%	-43%	12µM*	-16%	0%
> COc1cccc(C(=O)CN2CCC(NC(=O)NC3CCCCC3)CC2)c1
  -3	1	-17%	-12%	15µM*	-2%	2%
> COc1ccc(CCC(=O)NNC(=O)c2ccccn2)cc1OC
  .	.	.	-3%	?	4%	?
> CC1=C(C(=O)OCc2ccccc2)C(c2ccccc2[N+](=O)[O-])NC(=O)N1C (centres undefined)
  -2	-6	-1%	-2%	5%	10%	-17%
> C/C(=N\Nc1nc2ccccc2[nH]1)c1ccc2c(c1)OCCO2
  36*	53*	4%	-50%	?	1%	3.7µM*
> COc1ccc(C(=O)NCC2(c3ccccc3)CCCC2)c(OC)c1
  -10	14	-1%	20%	?	7%	13%[0.00184 µM]
> CC1CN(C(=O)COC(=O)c2cc([N+](=O)[O-])ccc2Cl)CC(C)O1 (centres undefined)
  -4	-9	-3%	-12%	1%	-5%	-16%
> COc1ccc(OC)c(NC(=O)CCN2CCN(c3ccccc3OC)CC2)c1
  -6	28	10%	76%[activator]	?	1%	?
> Cc1ccc(NC(=O)C2CCCN(S(=O)(=O)c3ccc4[nH]c(=O)ccc4c3)C2)cc1C (centres undefined)
  1	1	3%	-40%	?	0%&0%	-2%
> Cc1nn(-c2nc3ccccc3n2Cc2ccccc2)c2c1C(=O)CC(C)(C)C2
  0	-3	-1%	.	55%[activator]	-14%	?
> O=C(CN(C(=O)Cn1nnc(-c2cccs2)n1)c1ccc2c(c1)OCCO2)NCc1ccccc1
  12	24	2%	-1%	?	-9%	?
> Cc1ccc(N(CC(O)CN(C)C)S(=O)(=O)c2ccccc2)cc1 (centres undefined)
  -7	-4	2%	-7%	?	-1%	8%
> CCOC(=O)c1sc(=N)n(-c2ccc(OC)cc2)c1C
  28*	102	1%	-16%	7%	3%	49%[activator]
> OCC1(Cc2ccccc2C(F)(F)F)CCN(Cc2ccncc2)CC1
  0	14	-4%	27%	?	4%	?
> CSc1nc(-c2ccc(Cl)cc2)nn1C(=O)c1ccccc1
  24*	112*	-8%	-22%	1.3µM*	-8%	99%[activator]
> CCc1ccc(CN(C)Cc2nc(Cc3ccc(OC)c(OC)c3)no2)nc1
  -2	-6	4%	80%[activator]	5%	-5%	?
> CCOC(=O)c1cc(-c2ccco2)nc2c1c(C)nn2-c1ccccc1
  -2	-7	3%	-16%	14%	-2%	9.3µM*
> O=C(NCc1ccc2c(c1)OCO2)c1ccc(Cl)c(S(=O)(=O)NCc2ccccc2)c1
  -4	-3	0%	-45%	?	4%	-26%
> COc1ccc(CNCc2c(O)c(Cl)cc3c(C)c(C)c(=O)oc23)c(OC)c1
  11	-11	4%	-3%	?	4%	?

# The final 7 compounds of the section before lead into the next:
# Sequence of screens – Cycloheximide cs	Shiga inhibitor	LmPK inh	AmpC inh no detg	Pf growth 96h	Tb PYK inh	Pf growth 48h
> CCOC(=O)c1sc(=N)n(-c2ccc(OC)cc2)c1C
  28*	102	1%	-16%	7%	3%	49%[activator]
> OCC1(Cc2ccccc2C(F)(F)F)CCN(Cc2ccncc2)CC1
  0	14	-4%	27%	?	4%	?
> CSc1nc(-c2ccc(Cl)cc2)nn1C(=O)c1ccccc1
  24*	112*	-8%	-22%	1.3µM*	-8%	99%[activator]
> CCc1ccc(CN(C)Cc2nc(Cc3ccc(OC)c(OC)c3)no2)nc1
  -2	-6	4%	80%[activator]	5%	-5%	?
> CCOC(=O)c1cc(-c2ccco2)nc2c1c(C)nn2-c1ccccc1
  -2	-7	3%	-16%	14%	-2%	9.3µM*
> O=C(NCc1ccc2c(c1)OCO2)c1ccc(Cl)c(S(=O)(=O)NCc2ccccc2)c1
  -4	-3	0%	-45%	?	4%	-26%
> COc1ccc(CNCc2c(O)c(Cl)cc3c(C)c(C)c(=O)oc23)c(OC)c1
  11	-11	4%	-3%	?	4%	?
> Cc1ccccc1NS(=O)(=O)c1cc(C(N)=O)ccc1C
  -3	8	1%	-7%	?	-6%	-1%
> Cc1cc(C)c(C(=O)NC2CCCc3c2cnn3-c2ccc(C)c(C)c2)c(=O)[nH]1 (centres undefined)
  27*	25	0%	85%[activator]	23%	1%	1%
> COc1cc(OC)c(OC)cc1CN1CCN(Cc2cccn2C)CC1
  -1	-6	-8%	16%	-11%	2%	-1%
> O=C([C@H](Cc1ccccc1)NS(=O)(=O)c1ccc(Cl)cc1)N1CC[C@@]2(O)CCCC[C@H]2C1
  -2	-3	2%	51%	?	-4%	13µM*
> CC(C)Oc1ccc(CNC(=S)N/N=C/c2cccnc2)cc1
  14	32	0%	-32%	-20%	-3%	-6%
> COc1ccccc1CN1CC(C(=O)N2CCN(c3ccc(F)cc3)CC2)CC1=O (centres undefined)
  0	8	0%	88%[activator]	-1%	-1%	-29%
> CN(CCN1CCOCC1)Cc1nc(-c2ccc(Cl)cc2)no1
  2	11	-9%	34%	-7%	5%	-20%
> CC(=O)N1c2ccc(S(=O)(=O)N3CCCC3)cc2CC1C(=O)Nc1cc(C)cc(C)c1 (centres undefined)
  0	18	0%	38%	?	2%	?
> O=C(CNc1cccc(S(=O)(=O)N2CCOCC2)c1)N1CCc2ccccc21
  10*	45*	3%	-1%	-11%	0%	-18%
> O=C(CN1C(=O)NC2(CCCCCC2)C1=O)c1ccc(Cl)cc1
  .	.	.	0%	8%	-2%	?
> CCc1cccc(C)c1NC(=O)CC1Oc2ccc(C)cc2NC1=O (centres undefined)
  3	-1	8%	-10%	?	0%&3%	0%
> BrCC1C[n+]2c(SCc3ccccc3)nc3sc4c(c3c2O1)CCCC4 (centres undefined)
  31*	80*	-2%	5%	11%	-7%	25%
> CCCN1CCN(C(=O)c2cn(CC(C)C)c(=O)c3cc(OC)c(OC)cc23)CC1
  10	-6	-6%	17%	11%	-11%	.
> CNc1cc(F)nc(F)n1
  -5	-2	-7%	-8%	20%	-25%	9%
> CC(=O)c1c(C)nc2ccc(Br)cc2c1C(=O)O
  2	21	10%	-5%	-26%	2%	.
> CC1(C(=O)O)CCC(C(=O)Nc2ccc(Cl)c(Cl)c2)C1(C)C (centres undefined)
  -2	-3	-1%	-21%	10µM*	2%	-1%
> CCN(CC)CCn1c(=S)[nH]c2ncccc2c1=O
  -2	-8	-4%	-23%	.	.	6%
> CC(C)(C)NC[C@H](O)c1cc(O)cc(O)c1
  .	.	.	.	-19%	4%	2%
> CCn1c(COc2cccc(C)c2)nnc1SCC(=O)N1CCCC1
  1	3	3%	46%	-18%	-4%	0%
> C/C(CC(=O)NC12CC3CC(CC(C3)C1)C2)=N\NC(=O)c1cnccn1
  7	20	8%	16%	?	0%	25%
> CC(C)CC(C)NNC(=O)c1cc2ccccc2[nH]1 (centres undefined)
  3	-14	4%	-21%	8%	5%	4%
> CCOC(=O)C1CCN(S(=O)(=O)c2csc(C(N)=O)c2)CC1
  -3	3	0%	-5%	?	-4%&2%	19%
> O=C(NCC1CCOCC1)c1cc(COc2cccc(C(F)(F)F)c2)on1
  -3	-2	-5%	81%[activator]	-3%	1%	18%
> O=C(Cn1ccc([N+](=O)[O-])n1)NCc1nc2ccccc2[nH]1
  6	-1	-1%	-19%	-5%	2%	5%
> Cc1ccc(S(=O)(=O)NC(C)(C)CSc2nncn2C)cc1
  1	-16	2%	2%	17%	0%	.
> CCNC(=S)NNC(=O)c1cccn(Cc2ccc(Cl)cc2Cl)c1=O
  27	68	7%	-2%	.	?	1%
> Cc1ccc(CN2C(=O)N/C(=C\c3cccn3-c3cccc(C(=O)O)c3)C2=O)cc1
  5	7	0%	-1%	9%	-7%	44%[5.75 µM]
> O=C(CCCSc1ccccc1)Nc1ccc(Cl)c(S(=O)(=O)N2CCOCC2)c1
  .	.	.	-31%	10µM*	8%	13µM*
> CCOc1ccc(CN2CCN(C/C=C/c3ccc(OC)cc3)CC2CCO)cc1 (centres undefined)
  -1	8	4%	153%[activator]	12%	5%	-21%
> CCOc1ccc(NC(=O)c2ccc(CNc3c(NC4CCCCC4)c(=O)c3=O)cc2)cc1
  -5	-6	2%	-27%	0%	0%	.
> Cc1cccc(C(=O)NC(=S)Nc2ccccc2C(=O)O)c1
  8	-1	-2%	-19%	49%[activator]	-1%	43%[activator]
> CCN(CC)C(=O)NC1CCCCCCC1
  -2	-20	0%	-27%	-6%[5.75 µM]	7%	16%
> O=C(Nc1cccc2ccccc12)c1cccc(F)c1
  7	28	-7%	-9%	-3%	-7%	42%[activator]
> CC(=C/C(=O)O)/C(=C/c1ccccc1)C(=O)O
  -1	3	1%	-37%	26%	-5%	12%
> CN(/N=C/c1ccccc1Cl)c1ncc(Cl)cc1C(F)(F)F
  1	9	3%	-21%	0%	5%	37%[activator]
> CC(=O)Nc1ccc(NC(=O)C23CC4CC(C2)CC(n2cnc(Br)n2)(C4)C3)cc1
  -1	-11	1%	-7%	-1%	1%	-2%
> CC(=O)c1cccc(OCc2cc(C(=O)N3CCC(N4CCCCC4)CC3)no2)c1
  2	-1	7%	10%	12%	2%	?
> Cc1nn(C(C)c2n[nH]c(=S)n2-c2ccc(F)cc2)c(C)c1[N+](=O)[O-] (centres undefined)
  -2	5	7%	-11%	-7%	?	6%
> COc1cc(CC(=O)OCC(=O)Nc2ccc3c(c2)OCO3)cc(OC)c1OC
  -1	-14	4%	139%[activator]	-20%	-19%	14%
> CC(OC(=O)C1CCC(=O)N1)C(=O)Nc1cc(Cl)cc(Cl)c1 (centres undefined)
  5	7	7%	1%	71%[activator]	-23%	6%
> CCOc1ccc(-n2c(Cc3cc(=O)[nH]c(=O)[nH]3)nnc2SCC(N)=O)cc1
  8	9	-9%	-2%	44%[activator]	-15%	.
> COc1cc(C(=O)NCCC(=O)NC2CCCCCCC2)cc(OC)c1OC
  -2	-6	6%	22%	-10%	0%	?

# Full records from above. Screens in order: Cycloheximide cs | Shiga inhibitor | LmPK inh | AmpC inh no detg | Pf growth 96h | Tb PYK inh | Pf growth 48h
# Record of `O=C(Nc1cccc2ccccc12)c1cccc(F)c1` → 7 | 28 | -7% | -9% | -3% | -7% | 42%[activator]
# Record of `CCOc1ccc(NC(=O)c2ccc(CNc3c(NC4CCCCC4)c(=O)c3=O)cc2)cc1` → -5 | -6 | 2% | -27% | 0% | 0% | .
# Record of `CCN(CC)C(=O)NC1CCCCCCC1` → -2 | -20 | 0% | -27% | -6%[5.75 µM] | 7% | 16%

# High-throughput results as filed in PubChem BioAssay.
